C diff HTS: inhibitors of Clostridium difficile growth; Clostridium difficile clinical isolate growth, OD600, 24 h; active compounds read low; growth activity, negative = inhibition, % at 16 µg/mL (by protocol); AID 1259249; 86,000 compounds, 0.25% hits;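 active = mean growth activity at or below -80% and every replicate also at or below -80%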;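 note: 0% = DMSO wells and -100% = levofloxacin 16 µg/mL wells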
KDM4C inh: KDM4C (human) demethylase inhibition. inhibition, % at 12.5 µM. 96,000 compounds, 0.15% hits. GST-KDM4C 2-372, H3K9me3 peptide, LANCE TR-FRET. Q9H3R0;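 active = mean replicate inhibition above about 25%, with at least 55% of replicates also reaching it, limit read from the data, passing the limit was not always enough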
Target sequence (Q9H3R0 2-372 limits assumed): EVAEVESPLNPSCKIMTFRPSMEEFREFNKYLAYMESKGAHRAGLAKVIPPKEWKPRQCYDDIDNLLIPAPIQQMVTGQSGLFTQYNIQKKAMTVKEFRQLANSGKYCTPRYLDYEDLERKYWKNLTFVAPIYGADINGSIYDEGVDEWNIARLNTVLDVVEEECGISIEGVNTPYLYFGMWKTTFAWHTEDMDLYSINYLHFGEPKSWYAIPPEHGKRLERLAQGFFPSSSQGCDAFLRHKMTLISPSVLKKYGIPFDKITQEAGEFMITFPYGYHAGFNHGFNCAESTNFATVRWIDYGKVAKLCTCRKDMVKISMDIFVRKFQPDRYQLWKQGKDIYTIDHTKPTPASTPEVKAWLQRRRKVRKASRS
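Test system: N-terminal GST-fused human GASC-1 (KDM4C) fragment, residues 2-372; quantity: GASC-1 enzyme at 10 nM final in reaction; dosing: single dose; schedule: 30 min demethylation and 1 h detection at room temperature; signal: LANCE TR-FRET, excitation 340 nm, emissions 618 and 671 nm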
Tcruzi prolif: blocks T. cruzi growth in NIH3T3 culture; 77,000 compounds, 5.9% hits; AID 624255; T. cruzi beta-gal in NIH3T3, GalScreen luminescence, 90 h; inhibition, % at 8.34 µM;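 active = mean inhibition above about 93%, with at least 55% of replicates each passing it, limit read from the data, passing the limit was not always enough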
Pf Dd2 growth: P. falciparum Dd2 growth inhibition. SYBR Green, 72 h; active compounds read low. activity change, % at 10 µM. 94,000 compounds, 2.3% hits. AID 1159554; in the data active = activity change below about -80%
* marks the source's active call; other numbers are inactive results; / = no result given; & = joins results of further samples.

Every second line gives: C diff HTS, KDM4C inh, Tcruzi prolif, Pf Dd2 growth
- CC(=O)N(C)C[C@@H]1OCc2ccccc2-c2ccccc2C(=O)N([C@H](C)CO)C[C@@H]1C
 : 8, -0.1, -1, 20
- O=C(C[C@@H]1C=C[C@@H](NC(=O)C2CCOCC2)[C@@H](CO)O1)Nc1ccc(-c2ccccc2)cc1
 : /, -0.4, 37, 3
- C[C@@H]1CN([C@@H](C)CO)C(=O)c2cc(-c3ccncc3)cnc2O[C@@H]1CN(C)S(=O)(=O)c1ccccc1
 : -3, 0.0, 26, -8
- Cc1ccc(S(=O)(=O)Nc2cccc3c2O[C@@H](CN(C)S(C)(=O)=O)[C@@H](C)CN([C@@H](C)CO)C3=O)cc1
 : 3, 1.8, 16, -25
- C[C@@H]1CN([C@H](C)CO)C(=O)c2cccc(NS(C)(=O)=O)c2O[C@@H]1CN(C)S(=O)(=O)c1ccc(Cl)cc1
 : -9, 0.3, 25, -14
- C[C@@H]1CN([C@H](C)CO)C(=O)c2cc(C#CC(C)(C)O)cnc2O[C@H]1CN(C)C(=O)CC1CC1
 : -1, 14, -22, 32
- COc1cc(CN2CC3(CN(C(=O)c4ccc5c(c4)OCO5)C3)c3c(n(C)c4cc(OC)ccc34)[C@H]2CO)cc(OC)c1
 : 3, -0.3, /, -77
- Cc1noc(C)c1NC(=O)N(C)C[C@H]1Oc2ccc(NS(C)(=O)=O)cc2CC(=O)N([C@H](C)CO)C[C@@H]1C
 : 2, 1.0, 28, 0
- C[C@H]1CN([C@@H](C)CO)C(=O)c2cccc(NC(=O)c3ccncc3)c2O[C@@H]1CN(C)S(=O)(=O)c1cccs1
 : 0, -1.6, -131, 23
- C[C@H](CO)N1C[C@H](C)[C@H](CN(C)S(=O)(=O)c2cccs2)Oc2ccc(N(C)C)cc2CC1=O
 : 2, -1.4, 39, 4
- C[C@@H]1CN([C@H](C)CO)C(=O)Cc2cc(NS(=O)(=O)c3cn(C)cn3)ccc2O[C@H]1CN(C)Cc1ccc2c(c1)OCO2
 : 2, 0.2, 5, 17
- C[C@H]1CN([C@@H](C)CO)C(=O)c2cccc(NC(=O)CCCCCC(=O)Nc3ccccc3N)c2O[C@@H]1CN(C)Cc1ccc(-c2ccccc2)cc1
 : -14, 13, /, -93*
- CC(C)NC(=O)Nc1ccc2c(c1)C(=O)N([C@H](C)CO)C[C@H](C)[C@@H](CN(C)C(=O)NC(C)C)OCCCC[C@H](C)O2
 : 0, -0.1, 1, 5
- C[C@H](CO)N1C[C@H](C)[C@H](CN(C)Cc2ccc(C(F)(F)F)cc2)OCCCC[C@H](C)Oc2ccc(NC(=O)Nc3ccc(C(F)(F)F)cc3)cc2C1=O
 : 3, 0.3, 86, 37
- COc1ccccc1CNC(=O)C[C@@H]1CC[C@@H]2[C@H](COC[C@@H](O)CN2Cc2ccc3c(c2)OCO3)O1
 : 3&-10, -8.7, 41, 0
- Cc1ccc(S(=O)(=O)Nc2cccc3c2O[C@@H](CN(C)S(=O)(=O)c2ccccc2)[C@H](C)CN([C@H](C)CO)C3=O)cc1
 : -5, 0.6, 17, 21
- CCC(=O)N1CC2(C1)CN(CC1CCCCC1)[C@@H](CO)c1c2c2ccc(OC)cc2n1C
 : 2, 0.0, /, -29
- COc1ccccc1NC(=O)N1CC(=O)N2[C@H](CO)[C@@H](c3ccc(C#CC(C)C)cc3)[C@H]2C1
 : -6, 0.7, /, 1
- O=C(C[C@@H]1CC[C@H](NC(=O)Cc2ccccn2)[C@@H](CO)O1)NCCCN1CCOCC1
 : 2, -0.3, /, 18
- O=C(C[C@H]1CC[C@@H]2[C@H](COC[C@@H](O)CN2C(=O)Nc2ccccc2)O1)NC1Cc2ccccc2C1
 : /, -0.3, 43, 3
- Cc1ccc(S(=O)(=O)N(C)C[C@H]2Oc3ccc(NS(=O)(=O)c4ccc(F)cc4)cc3CC(=O)N([C@@H](C)CO)C[C@@H]2C)cc1
 : -9, -7.2, -4, -37
- COCC(=O)Nc1ccc2c(c1)[C@H]1C[C@H](CC(=O)NCc3ccccc3F)O[C@@H](CO)[C@H]1O2
 : /, 0.4, -32, 20
- C[C@H](CO)N1C[C@H](C)[C@H](CN(C)S(=O)(=O)c2cn(C)cn2)Oc2ccc(NC(=O)Nc3ccc(C(F)(F)F)cc3)cc2C1=O
 : /, -0.3, 26, -35
- C[C@@H]1CN([C@@H](C)CO)C(=O)Cc2cc(NC(=O)CCCCCC(=O)Nc3ccccc3N)ccc2O[C@H]1CN(C)C
 : 7&-2, -0.8, /, 19
- COCC(=O)N1CC(=O)N2[C@@H](CO)[C@H](c3ccc(C#CC4CCCC4)cc3)[C@@H]2C1
 : -9, 1.2, /, -3
- O=C(C[C@H]1C=C[C@@H](NC(=O)c2ccncc2)[C@H](CO)O1)NCc1ccncn1
 : -6, 1.3, /, -3
- COc1cccc(NC(=O)N2[C@@H]3CNC[C@H]2C3c2ccc(-c3cccc(OC)c3)cc2)c1 (some centres undefined)
 : 26&3, -2.0&-1.1, /, -29&-39
- C[C@@H]1CCCCO[C@H](CN(C)C(=O)CCC(F)(F)F)[C@@H](C)CN([C@@H](C)CO)C(=O)c2cc(NC(=O)CCCCCC(=O)Nc3ccccc3N)ccc2O1
 : -7, -2.2, 65, -36
- Cc1noc(C)c1S(=O)(=O)N(C)C[C@@H]1OCc2ccccc2-c2ccccc2C(=O)N([C@H](C)CO)C[C@H]1C
 : -1, -1.9, -28, 22
- COCCN(C[C@H]1[C@H](c2ccccc2)[C@@H](CO)N1C(=O)C1CCC1)C(C)=O
 : 10, -0.7, 8, 12

3 entries from above, as tab-separated lines:
structure	C diff HTS	KDM4C inh	Tcruzi prolif	Pf Dd2 growth
O=C(C[C@H]1CC[C@@H]2[C@H](COC[C@@H](O)CN2C(=O)Nc2ccccc2)O1)NC1Cc2ccccc2C1	/	-0.3	43	3
Cc1ccc(S(=O)(=O)N(C)C[C@H]2Oc3ccc(NS(=O)(=O)c4ccc(F)cc4)cc3CC(=O)N([C@@H](C)CO)C[C@@H]2C)cc1	-9	-7.2	-4	-37
COCC(=O)Nc1ccc2c(c1)[C@H]1C[C@H](CC(=O)NCc3ccccc3F)O[C@@H](CO)[C@H]1O2	/	0.4	-32	20

Record cards, as listed above. Screens in order: C diff HTS	KDM4C inh	Tcruzi prolif	Pf Dd2 growth
Results for C[C@H](CO)N1C[C@H](C)[C@H](CN(C)S(=O)(=O)c2cccs2)Oc2ccc(N(C)C)cc2CC1=O → 2	-1.4	39	4
Results for C[C@H]1CN([C@@H](C)CO)C(=O)c2cccc(NC(=O)c3ccncc3)c2O[C@@H]1CN(C)S(=O)(=O)c1cccs1 → 0	-1.6	-131	23

(continued)
Every second line gives: C diff HTS, KDM4C inh, Tcruzi prolif, Pf Dd2 growth
- Cc1ccc(S(=O)(=O)N(C)C[C@@H]2Oc3ccc(NC(=O)C4CC4)cc3CC(=O)N([C@H](C)CO)C[C@@H]2C)cc1
 : 7, -0.9, 39, -51
- CCC(=O)N(C)C[C@@H]1Oc2cc(-c3ccc(OC)cc3)ccc2S(=O)(=O)N([C@@H](C)CO)C[C@H]1C
 : -3, 5.4, /, -71
- CCc1nc(N2[C@@H](C#N)[C@H](c3ccccc3-c3ccccc3F)[C@@H]2CO)sc1C
 : 18, -3.3, /, 23
- C[C@H]1CCCCO[C@H](CN(C)Cc2ccc(C(=O)O)cc2)[C@@H](C)CN([C@@H](C)CO)C(=O)c2cc(NS(=O)(=O)c3cn(C)cn3)ccc2O1
 : -8, /, 32, 25
- C[C@H]1CN([C@@H](C)CO)S(=O)(=O)c2ccc(C3=CCCCC3)cc2O[C@H]1CN(C)S(=O)(=O)c1ccc(F)cc1
 : 14, -2.5, 125*, -83*
- CCC(=O)N1C[C@H](O)COC[C@@H]2O[C@H](CC(=O)NC)CC[C@H]21
 : -2&-5, 1.4, -31, 20
- COc1ccc(NC(=O)N[C@@H]2CC[C@H](CCn3cc(-c4ccccc4)nn3)O[C@@H]2CO)cc1
 : 2, 0.7, -1, -59
- C[C@H](CO)N1C[C@H](C)[C@H](CN(C)CC2CCCCC2)Oc2ccc(NC(=O)C3CCCCC3)cc2C1=O
 : 0, 0.3, -17, 11
- COc1ccc(C(=O)N2C[C@@H]3[C@H](c4ccccc42)[C@H](CO)N3Cc2ccc(Cl)cc2)cc1
 : 19, 1.5, 77, -12
- COc1ccc(NC(=O)Nc2cccc3c2O[C@@H](CN(C)CC2CCCCC2)[C@@H](C)CN([C@H](C)CO)C3=O)cc1
 : 7, -0.7, -50, -47
- COc1ccc2c3c(n(C)c2c1)[C@@H](CO)N(Cc1ccc(Cl)cc1)CC31CCN(CC2CC2)CC1
 : 11, 2.1, /, -91*
- C[C@@H]1CN([C@H](C)CO)C(=O)c2cc(NC(=O)Cc3ccccc3)ccc2O[C@@H]1CN(C)Cc1ccc(C(F)(F)F)cc1
 : 0, 0.1, 34, 9
- COc1ccccc1-c1cnc2c(c1)C(=O)N([C@@H](C)CO)C[C@@H](C)[C@@H](CN(C)Cc1cncnc1)O2
 : 7, -2.0, -23, 3
- Cc1noc(C)c1NC(=O)Nc1ccc2c(c1)C(=O)N([C@H](C)CO)C[C@H](C)[C@H](CN(C)Cc1ccc(Cl)c(Cl)c1)OCCCC[C@@H](C)O2
 : 1, -0.1, 28, -9
- CCCNC(=O)N1CC2(CCN(C(=O)CC)CC2)c2c(n(C)c3cc(OC)ccc23)[C@H]1CO
 : 1, 0.5, /, 20
- Cc1noc(C)c1NC(=O)Nc1ccc2c(c1)C(=O)N(C)[C@H]1CC[C@H](CC(=O)Nc3ccccc3F)O[C@@H]1CO2
 : 3, -1.3, 5, 0
- COc1cccc(S(=O)(=O)N[C@@H]2CC[C@H](CCn3cc(-c4ccccn4)nn3)O[C@H]2CO)c1
 : 11, -1.3, -10, -25
- C[C@H]1CN([C@@H](C)CO)S(=O)(=O)c2ccc(Br)cc2O[C@H]1CN(C)CC1CCOCC1
 : -2, 1.8, -9, -4
- O=C(C[C@H]1CC[C@H]2[C@@H](COC[C@H](O)CN2Cc2ccccc2)O1)NCCc1ccccc1
 : /, -0.6, 1, 4
- COc1ccccc1-c1ccc2c(c1)O[C@H](CN(C)C(=O)Nc1ccccc1)[C@H](C)CN([C@@H](C)CO)S2(=O)=O
 : 1, -0.7, 60, -20
- CCCNC(=O)N1CC2(CCN(C(=O)C3CCCCC3)CC2)c2c([nH]c3cc(OC)ccc23)[C@@H]1CO
 : -10, -0.8, /, -53
- C[C@@H]1CN([C@@H](C)CO)C(=O)c2cc(NC(=O)Cn3cnnn3)ccc2O[C@H]1CN(C)C(=O)NC1CCCCC1
 : -3, 0.9, 73, 29
- C[C@H](CO)N1C[C@H](C)[C@H](CN(C)S(=O)(=O)c2ccccc2F)Oc2cc(C#Cc3cccc(F)c3)ccc2S1(=O)=O
 : 25, 13, 109*, -16
- COc1ccccc1C#Cc1ccc2c(c1)[C@@H]1[C@@H](CCN1C(=O)c1ccc(F)cc1)[C@@H](CO)N2
 : 37, -2.8, 79, 7
- CCC(=O)N1CC2(CCN(Cc3ccc(F)cc3)CC2)c2c(n(C)c3cc(OC)ccc23)[C@@H]1CO
 : 0, 0.9, /, -36
- Cc1ccccc1S(=O)(=O)N(C)C[C@H]1OCc2ccccc2-c2ccccc2C(=O)N([C@@H](C)CO)C[C@H]1C
 : 1, 0.9, 92, -87*
- COc1ccc(S(=O)(=O)Nc2ccc3c(c2)CC(=O)N([C@H](C)CO)C[C@H](C)[C@@H](CN(C)C(=O)Nc2ccc(C(F)(F)F)cc2)O3)cc1
 : 1, -0.4, 11, -5
- C[C@@H]1CN([C@H](C)CO)C(=O)c2cc(C#Cc3cccc(F)c3)cnc2O[C@H]1CN(C)C(=O)c1ccccc1F
 : -6, -0.1, 104*, -85*
- N#Cc1cccc(-c2ccc([C@H]3[C@@H](CO)N4CCCCN(C(=O)Nc5ccc(F)cc5)C[C@@H]34)cc2)c1
 : 16, -0.1, 123*, 3
- COCc1cn(CC[C@H]2CC[C@H](NC(=O)Nc3c(C)noc3C)[C@@H](CO)O2)nn1
 : /, 3.1, 7, 22
- CO[C@@H]1CC[C@H]2CCN(C)C(=O)[C@H](C)[C@H](OC)CN(C)C(=O)c3cc(C#N)ccc3OC[C@H]1O2
 : /, -0.3, -87, 27
- O=C(C[C@H]1C[C@@H]2c3cc(NC(=O)c4ccc5c(c4)OCO5)ccc3O[C@@H]2[C@H](CO)O1)NCc1cccnc1
 : /, -0.2, 37, 9
- COCC(=O)Nc1ccc2c(c1)[C@H]1C[C@@H](CC(=O)NCc3ccccn3)O[C@H](CO)[C@H]1O2
 : 0, 0.2, 8, 9
- C[C@@H]1CCCCO[C@H](CN(C)Cc2ccc(C(=O)O)cc2)[C@H](C)CN([C@@H](C)CO)C(=O)c2cc(NC(=O)C3CCCCC3)ccc2O1
 : -6, 0.6, -6, -9
- CCNC(=O)[C@H]1[C@H](CO)[C@H]2Cn3c(ccc(/C=C/c4ccccc4)c3=O)[C@@H]1N2C(=O)c1ccncc1
 : -6, -0.4, 73, 8
- CCC(=O)Nc1ccc2c(c1)OC[C@@H](C)N(Cc1cncnc1)C[C@@H](C)[C@H](OC)CN(C)C2=O
 : -5, 0.2, -31, 14
- CNC[C@H]1OCCCC[C@@H](C)Oc2ccc(NS(=O)(=O)c3ccccc3)cc2C(=O)N([C@H](C)CO)C[C@@H]1C
 : 0, 0.0, 6, 13
- CN(C)C(=O)C[C@@H]1CC[C@@H]2[C@H](COc3ccc(NC(=O)NCc4ccccc4)cc3C(=O)N2C)O1
 : 2, 0.7, -18, 13

An unsorted share of the library. Share with any hit: about 7.2%.
